Screens deposited in PubChem BioAssay by several laboratories.
MsrA inh – bovine MsrA enzyme inhibitors, primary screen, biochemical, absorbance, HTS | Methionine sulfoxide reductase A (Bos taurus) | purified bovine MsrA, absorbance read-out | inhibition, % at 15.5 µM | 360,000 compounds, 0.75% hits | AID 651718, 2012; in the data active = inhibition above about 4.5%;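 note: 0% = vehicle wells with enzyme and 100% = reference inhibitor wells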
E coli Lon inh – inhibitors of E. coli Lon protease, primary screen, biochemical, fluorescence polarization. P0A9M0. purified E. coli Lon protease. inhibition, % at 7.94 µM. 360,000 compounds, 0.42% hits. AID 602123, 2011; in the data active = inhibition above about 13%, passing the limit was not always enough;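 note: 0% = enzyme with probe and DMSO and 100% = no enzyme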
Target sequence (P0A9M0 whole entry, looked up): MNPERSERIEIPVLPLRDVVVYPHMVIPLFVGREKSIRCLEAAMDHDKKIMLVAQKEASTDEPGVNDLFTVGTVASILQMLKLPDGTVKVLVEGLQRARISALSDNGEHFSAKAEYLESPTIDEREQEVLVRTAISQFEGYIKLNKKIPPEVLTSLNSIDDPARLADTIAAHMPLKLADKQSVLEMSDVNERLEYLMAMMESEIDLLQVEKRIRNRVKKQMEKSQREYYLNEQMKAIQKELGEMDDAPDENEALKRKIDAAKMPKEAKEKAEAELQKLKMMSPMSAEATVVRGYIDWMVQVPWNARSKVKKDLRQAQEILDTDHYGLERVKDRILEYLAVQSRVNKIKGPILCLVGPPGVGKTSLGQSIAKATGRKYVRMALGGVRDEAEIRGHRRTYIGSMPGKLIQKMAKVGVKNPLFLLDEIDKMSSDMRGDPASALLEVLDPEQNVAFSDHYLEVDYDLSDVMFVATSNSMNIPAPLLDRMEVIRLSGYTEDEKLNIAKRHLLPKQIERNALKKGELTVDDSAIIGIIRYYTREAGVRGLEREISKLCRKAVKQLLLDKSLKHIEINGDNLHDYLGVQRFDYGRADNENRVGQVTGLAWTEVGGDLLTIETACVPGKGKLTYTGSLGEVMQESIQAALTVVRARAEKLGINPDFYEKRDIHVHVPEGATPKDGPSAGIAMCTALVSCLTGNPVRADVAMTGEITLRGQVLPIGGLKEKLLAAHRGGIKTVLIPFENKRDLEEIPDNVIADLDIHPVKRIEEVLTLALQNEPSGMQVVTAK
NRP1-CendR mod – modulators of CendR peptide binding to NRP-1, primary screen, biochemical, fluorescence polarization, uHTS. 360,000 compounds, 0.85% hits. FAM-RPARPAR peptide binding to NRP-1. inhibition, % at 25 µM;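 active = inhibition or corrected inhibition above about 18%, plus a signal ratio from 0.5 to 1.5, limit read from the data, passing the limit was not always enough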; note: strong numbers were not always called active
MT1-MMP act inh – blockers of MT1-MMP proenzyme processing, primary screen, HT1080 RFP-PRO-GFP cells, GFP/RFP fluorescence. GFP/RFP ratio change, % at 20 µM. 360,000 compounds, 0.061% hits. Matrix metalloproteinase-14 (Homo sapiens), P50281. GFP/RFP ratio fluorescence, overnight; percent of plate control window, DMSO zero. AID 651647, 2012;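 active = GFP/RFP ratio change of at least 30% with cell ATP level not reduced by more than half and red fluorescence within 50% of control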; note: strong numbers were not always called active
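Test system: HT1080 RFP-PRO-GFP cells; Benchmarks: DMSO and RFP-L50D-GFP cell wells; Timing: cells overnight before dosing, compound overnight, 37 °C, 5% CO2; Compound: one 20 µM compound dose with 1% DMSO; Read-out: GFP/RFP fluorescence ratio.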
FAS TE block – FAS thioesterase domain inhibitors, primary screen, biochemical, fluorescence intensity, uHTS; Fatty acid synthase (Homo sapiens), P49327; recombinant FAS-TE, OMFH fluorogenic substrate, fluorescence endpoint; inhibition, % at 15 µM; 360,000 compounds, 0.67% hits; AID 602261, 2012;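 active = compounds whose normalised, plate-corrected inhibition of enzyme fluorescence in the single-dose primary screen is 50% or more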;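 note: 0% = DMSO with enzyme and 100% = substrate without enzyme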
SKN-1 inh – suppressors of acrylamide-induced Pgst-4::GFP reporter in worms, primary screen, SKN-1 inhibitor project, whole organism, uHTS, GFP/RFP fluorescence ratio, strain VP596; C. elegans VP596 Pgst-4::GFP/RFP ratio, 24 h; AID 624304, 2012; 360,000 compounds, 0.49% hits; inhibition, % at 21.8 µM;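 active = interference check ratio from 0.5 to 1.5 plus GFP to RFP signal ratio inhibition reaching or exceeding a fixed threshold, cut at about 30% in these data, passing the limit was not always enough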; note: some compounds called inactive have numbers as strong as hits
TbMetRS inhib – T. brucei MetRS inhibitors, primary screen, biochemical, luminescence; methionyl-tRNA synthetase (Trypanosoma brucei brucei); purified T. brucei MetRS, ATP depletion, Kinase-Glo luminescence; inhibition, % at 11.9 µM; 360,000 compounds, 0.4% hits; AID 624268, 2012;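 active = inhibition above a per-plate cutoff of the control wells' mean inhibition plus 3 SD, cut at about 5.5% in these data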;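 note: 0% = DMSO wells median and 100% = median of wells with control inhibitor compound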
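System: purified T. brucei MetRS enzyme / Detection: Kinase-Glo luciferase luminescence reporting remaining unconsumed ATP / Medium: HEPES buffer with MgCl2, KCl, DTT, spermine, BSA, pyrophosphatase / Replication: singlicate, one well per compound / Evaluation: percent inhibition relative to median high and low control wells / Schedule: 2 h aminoacylation at 25 °C after 15 min preincubation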
PABP1 MLLE inh – inhibitors of PABP1 MLLE–PAM2 peptide binding, primary screen, biochemical, fluorescence polarization, FITC-PAM2, GST-MLLE. inhibition, % at 20 µM. 360,000 compounds, 0.36% hits. AID 588489, 2011; in the data active = inhibition above about 35%, passing the limit was not always enough;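 note: plate controls were DMSO wells with GST-MLLE for no effect and wells lacking GST-MLLE protein for full effect; some results filed as inactive read as strong as hits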
MsrA act – bovine MsrA enzyme activators, primary screen, biochemical, absorbance, HTS | activation, % at 10.6 µM | 360,000 compounds, 0.3% hits | Methionine sulfoxide reductase A (Bos taurus) | purified bovine MsrA, absorbance read-out; in the data active = activation above about 7.5%;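 note: 0% = vehicle and 100% = reference activator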
Starred values were filed as active, the others as inactive; . = no result given.

Fields: MsrA inh	E coli Lon inh	NRP1-CendR mod	MT1-MMP act inh	FAS TE block	SKN-1 inh	TbMetRS inhib	PABP1 MLLE inh	MsrA act
1: O=C(Nc1ccc(-c2noc(-c3cccs3)n2)cc1)c1cccnc1
    -0.6	-1	-2	6	13	17	-0.3	-17	-4
2: O=C(Nc1ccc(Oc2ccccc2)cc1)c1ccc2nc([C@@H]3O[C@H](CO)[C@H](O)[C@H](O)[C@H]3O)[nH]c2c1
    0.4	-4	0	-2	-3	6	-0.1	-5	-2
3: C=CCC(C)(NCc1ccccc1)c1ccccc1 (stereo not given)
    0.4	0	5	3	-3	-14	0.3	4	3
4: Cc1occc1-c1nnc(SCC(=O)c2c(N)n(C3CC3)c(=O)[nH]c2=O)n1C
    1.1	5	17	-1	-5	9	-0.6	-3	-1
5: O=C1CC(c2ccco2)CC(O)=C1C=NCC1CCNCC1 (stereo not given)
    -0.6	8	3	-4	-8	12	0.3	24	0
6: NC(=O)Nc1ccccc1C(=O)NCCc1ccccc1
    1.1	-1	7	2	-8	-10	-0.1	4	-2
7: COc1ccc(N2CC(NC(=O)NCC(C)C)CC2=O)cc1 (stereo not given)
    -0.9	1	4	2	-6	8	0.0	26	-1
8: N#Cc1c(-c2cccc(F)c2)cc(-c2ccccc2)nc1Br
    -0.7	-2	-11	0	27	-6	-0.3	1	-1
9: CN(C)CCn1nnc2c(=O)oc3ccccc3c21
    -0.6	-3	4	-1	-11	-3	-0.6	-7	-9
10: CCCCNC(=O)OC1CCS(=O)(=O)C1 (stereo not given)
    -0.7	-1	10	4	-15	4	-2.3	-1	-13
11: CCc1cccc(OCCOC(=O)CNS(=O)(=O)c2ccc(NC(C)=O)cc2)c1
    -0.1	-7	-11	0	21	-10	-0.4	-28	-2
12: O=c1[nH][nH]c2cc(=O)n(-c3cccc(C(F)(F)F)c3)nc12
    -1.3	1	26*	7	2	8	0.2	9	-5
13: Cc1ccc(-n2ncc3c2CC(C)(C)CC3NC(=O)CCn2cncn2)cc1 (stereo not given)
    -0.7	-6	12	-1	-6	12	-0.5	-5	-2
14: Cc1ccc(N(CC(=O)NCc2ccco2)C(=O)CCC(=O)Nc2nccs2)cc1C
    -1.6	0	3	1	-1	2	-0.1	-1	-1
15: Cn1c(=O)cc(SCC(=O)NCCC2=CCCCC2)c2cc(Cl)ccc21
    -0.3	6	-1	0	69*	8	-0.4	3	-4
16: COc1ccc(Cl)cc1NC(=S)NCCC(c1ccccc1)c1ccccc1
    1.5	9	-3	-2	28	11	0.5	2	-3
17: COc1ccc(NC(=O)c2ccccc2NC(=O)C2CC=CCC2C(=O)O)cc1 (stereo not given)
    2.0	-19	-6	-1	-5	7	-0.7	7	-2
18: Cn1nc(-c2ccccc2)c(-c2nc(-c3cccc(Cl)c3)no2)c1Cl
    -1.2	6	1	-8	26	15	-0.3	4	-2
19: O=C(NC1CCCCC1)C1CCC(CNS(=O)(=O)c2ccccc2)CC1 (stereo not given)
    0.5	-9	-6	-3	-5	10	-0.5	-10	-2
20: CCOC(=O)c1sc(NC(=O)c2ccc(S(=O)(=O)N(C)C)cc2)nc1C
    -0.1	-7	-3	4	1	16	-1.6	0	-7
21: COc1ccc(Br)c(C(=O)Nc2nc3ccccc3[nH]2)c1
    -1.3	14	9	-1	0	15	-0.6	2	-1
22: CCCCNC(=O)c1onc(CSc2ccc(F)c(F)c2)c1C(=O)O
    -1.5	10	-12	7	-8	30	-0.1	-1	0
23: CC(C)(C)NC(=O)C(=O)N/N=C/c1ccc(Br)cc1
    -0.2	9	-1	3	-2	-3	-0.3	4	-1
24: CCOc1ccccc1-n1c(SCC(N)=O)nnc1-c1cccnc1
    -0.3	-10	15	-1	-4	15	-0.3	3	1
25: CC(=O)Nc1ccc(N=Cc2nc(-c3ccc(C)cc3)oc2O)cc1
    1.2	-14	-63	0	-15	8	0.2	39	-3
26: COc1ccc(/C(=N\Nc2ccccc2C(=O)O)c2ccccc2)cc1
    0.9	-5	12	4	-5	0	-0.7	15	-6
27: O=C(CCn1c(=O)oc2ccccc21)N(Cc1ccccc1)c1ccccc1
    -1.2	2	11	-6	20	-12	-0.3	2	-6
28: O=C1CCC(C(=O)N2CCOCC2)CN1Cc1cccc(C(F)(F)F)c1 (stereo not given)
    0.3	3	2	3	-7	0	-0.3	-1	-3
29: CCOc1ccc(S(=O)(=O)N2CCC(C(=O)OCc3ccc(OC)cc3)CC2)cc1
    1.4	2	-1	3	27	2	-0.3	9	-6
30: Cc1ccc(NC(=O)CSCC#N)cc1Cl
    -1.4	2	13	0	-22	-2	-1.3	8	-9
31: CCOc1ccc(-n2c(=O)cc(N3CCN(c4ccccc4)CC3)[nH]c2=O)cc1
    -0.6	5	0	-2	-5	11	-0.3	-6	-2
32: CCOc1ncccc1C(=O)Nc1ncc(C)s1
    -0.9	4	-2	-1	-2	8	0.4	13	-1
33: COC(=O)CSc1nsc(SCC(=O)OC)n1
    -0.2	9	-4	0	-7	-21	-0.6	-2	-3
34: Cc1cc(/C=C2\SC(=S)N(Cc3ccco3)C2=O)c(C)n1-c1cccnc1
    0.4	-152	-40	-199	-62	11	-0.2	-132	-3
35: Cn1c2ccccc2c2cc(/C=N/NC(=O)c3ccc(O)cc3O)ccc21
    .	0	1	1	6	17	0.4	-4	-3
36: CN(c1ccccc1)S(=O)(=O)c1ccc(Cl)c(C(=O)Nc2ccncc2)c1
    0.7	-3	6	0	2	1	-0.1	5	-1
37: Cc1c(Cc2ccccc2)c(=O)oc2c(C)c(OCC(=O)NCC3CCC(C(=O)O)CC3)ccc12 (stereo not given)
    -0.8	-7	-8	-4	-6	11	-1.2	1	-3
38: CCOC(=O)N1CCC(NS(=O)(=O)c2ccccc2)CC1
    -1.0	1	-3	2	-3	0	-0.6	-1	-2
39: NCCNc1cc(N2CCCC2)ccc1[N+](=O)[O-]
    0.6	-11	3	6	-7	9	-0.3	0	-7
40: O=C(NCCCCc1ccccc1)C1CC(c2ccc(C(F)(F)F)cc2)=NO1 (stereo not given)
    -0.3	-1	-4	6	5	3	-0.5	-9	-2
41: Cc1ccc(C)c(N(C(=O)CCC(=O)Nc2cc(C)on2)C(C(=O)NC2CCCC2)c2ccco2)c1 (stereo not given)
    2.8	-7	-2	-1	-5	1	0.4	9	-1
42: COCc1cc(C)nc(SC)c1C#N
    -0.2	-3	0	-4	1	4	-0.5	-22	-12
43: NCCCCCC(=O)N/N=C/c1coc2ccccc2c1=O
    -0.1	3	-8	-3	-7	-5	-0.4	5	-3
44: CC(C)(CO)NC(=O)CCCOc1ccc(Cl)cc1Cl
    0.7	-9	-3	3	0	-2	11*	-6	-4
45: CCC/C=N/NC(=O)c1cc(-c2ccccc2)nc2ccccc12
    1.6	5	3	1	-9	-8	-1.0	-9	-10
46: CCN1CCCC1CNS(=O)(=O)c1ccc(C(=O)Nc2ccccc2)cc1 (stereo not given)
    -0.6	-5	-3	4	-3	-2	-1.0	11	-4
47: O=C(O)CSc1nnc(COc2cccc3ccccc23)n1Cc1ccccc1
    -1.6	3	4	3	2	-8	-1.2	-112	-6
48: CCN1CCN(S(=O)(=O)c2ccc3c(c2)NC(=O)CS3)CC1
    1.5	-8	-1	-1	-6	-8	0.6	-7	-2
49: c1ccc(-c2csc(N3CCOCC3)n2)cc1
    -0.8	-5	-1	-2	0	19	-0.5	-11	-2
50: COc1ccc(-n2c(COc3ccc(C)cc3)nnc2SCC(N)=O)cc1
    -1.2	-2	-1	-5	-4	-9	0.9	-130	-9
51: O=C(COC(=O)c1ccc2ncsc2c1)Nc1cc([N+](=O)[O-])ccc1Cl
    -1.1	-22	-5	-4	13	-2	-0.1	-8	-4
52: CCOC(=O)c1cccc(-n2c(C)nc3ccccc3c2=O)c1
    0.8	-2	3	2	-15	6	-0.8	4	-8
53: COC(=O)[C@H](CCSC)NC(=O)Nc1cc(OC)cc(OC)c1
    0.7	-4	-3	6	-6	-3	-1.1	4	-6
54: O=c1[nH]n(-c2ncnc3c2cnn3-c2ccccc2)c(=O)c2ccccc12
    -0.7	3	12	2	6	13	-0.6	-2	-3
55: Cn1c(CCNC(=O)c2ccc(F)cc2)nc2ccccc21
    0.0	-6	3	3	-2	6	0.2	-5	-2
56: Cc1cccc(C)c1OCc1cc(C(=O)N2CCC(c3ccccc3)CC2)no1
    -0.7	21*	3	0	27	4	-0.7	3	-2
57: CC1CCCCN1S(=O)(=O)c1ccc(S(=O)(=O)N(CC(=O)Nc2ccccc2)Cc2cccs2)cc1 (stereo not given)
    -0.6	3	-7	-6	13	7	-0.3	2	-3
